Screening data as filed in PubChem.
RmlCD inh 1536 = M. tuberculosis RmlC/RmlD coupled enzyme inhibitors, primary screen, biochemical, compound mixtures, 384-well, from 1536-well plates; RmlC+RmlD coupled enzyme assay, percent inhibition; primary screen in compound mixtures; actives 0.03% (n = 160,000); inhibition, % at 3.6 µM; in the data active = inhibition mostly above about 34%, no sharp cut-off; also: some results filed as inactive read as strong as hits
Target sequence (P9WH09 whole entry, looked up): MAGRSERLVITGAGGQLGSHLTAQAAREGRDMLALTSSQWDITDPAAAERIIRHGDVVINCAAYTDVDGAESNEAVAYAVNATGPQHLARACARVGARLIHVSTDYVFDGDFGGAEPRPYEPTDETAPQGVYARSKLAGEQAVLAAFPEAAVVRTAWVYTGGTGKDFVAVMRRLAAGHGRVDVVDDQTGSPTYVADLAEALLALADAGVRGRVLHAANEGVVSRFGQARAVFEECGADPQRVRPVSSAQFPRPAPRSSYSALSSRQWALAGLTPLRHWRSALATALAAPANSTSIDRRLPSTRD
Target sequence (P9WH11 whole entry, looked up): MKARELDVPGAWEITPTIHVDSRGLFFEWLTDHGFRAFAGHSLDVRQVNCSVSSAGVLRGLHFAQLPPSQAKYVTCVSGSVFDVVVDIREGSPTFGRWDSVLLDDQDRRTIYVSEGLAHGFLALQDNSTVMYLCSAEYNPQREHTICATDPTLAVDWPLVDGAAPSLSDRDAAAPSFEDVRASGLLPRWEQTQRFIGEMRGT
M. tuberculosis GlmU = inhibition of mycobacterial GlmU enzyme – biochemical, glucosamine-1-phosphate acetyltransferase (AID 1376); Bifunctional protein GlmU (Mycobacterium tuberculosis (strain ATCC 25618 / H37Rv)); M. tuberculosis GlmU acetyltransferase enzyme assay; higher % means a stronger effect; inhibition, %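 (tested at 30 µM in the primary screen)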; hits with a dose series show IC50 in µM; actives 0.25% (n = 220,000); in the data active = inhibition above about 13%;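 also: 0% = complete reaction with vehicle and 100% = reaction without substrate; strong numbers were not always called active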
Starred values were filed as active, the others as inactive; nt = not tested or not shown. A portion of the library; count on the stated rates, not on these rows.

compound,RmlCD inh 1536,M. tuberculosis GlmU
CCCCOC(=O)Nc1nnc(COc2ccccc2)s1,nt,-0.8%
Cc1ccc(C)c(NC(=S)NC(NC(=O)N(C)C)C(Cl)(Cl)Cl)c1 (stereo unspecified),-10.6,-2.1%
COc1ccc(-n2c(O)c(C=NCC(c3ccco3)N3CCCC3)c3ccccc3c2=O)cc1OC (stereo unspecified),nt,-5.1%
COc1nccnc1NS(=O)(=O)c1ccc(N=Cc2c(C)[nH]n(-c3ccc(Cl)cc3)c2=O)cc1,3.9,4.7%
O=C(NCc1ccc(Cl)c(Cl)c1)c1ccco1,-6.0,0.3%
N#CCSc1nnc(COc2cccc3ccccc23)n1-c1cccc(Cl)c1,6.5,-8.4%
O=C(CN1C(=O)C2C3C=CC(C3)C2C1=O)NCCC1=CCCCC1 (stereo unspecified),9.7,-2.4%
CCOC(=O)C1=C(c2ccccc2)OC(N)=C(C#N)C1c1ccc(Cl)s1 (stereo unspecified),nt,1.0%

(continued)
compound,RmlCD inh 1536,M. tuberculosis GlmU
CCN1CCN(C(=O)c2ccccc2N(Cc2ccccc2)S(=O)(=O)c2ccc(OC)cc2)CC1,2.2,-0.3%
Nc1cc(-c2ccc(Br)cc2)nn1S(=O)(=O)c1ccccc1,nt,9.6%
C=CCn1c(SCC(=O)Nc2c(C)cccc2C)nnc1-c1ccncc1,7.1,-4.6%
Cc1c(C(=O)OCC(C)C)[nH]c2c1C(=O)CC(c1ccco1)C2 (stereo unspecified),-5.9,-3.0%
C/C(N)=C(/C#N)C(=O)CSc1nc2ccccc2c(=O)n1Cc1ccc(C)cc1,9.1,-6.7%
CCC(c1nnc(SCC(=O)Nc2ccc(S(N)(=O)=O)cc2)n1Cc1ccccc1)N(C)C (stereo unspecified),3.4,-3.2%
S=c1[nH]nc(-c2cc(-c3ccccc3)n[nH]2)n1/N=C/c1ccc(Cl)c(Cl)c1,15.0,4.1%
CCN(CC)CCOC(=O)C1(c2ccccc2)CCOCC1,8.0,-2.4%

Further entries follow.
compound,RmlCD inh 1536,M. tuberculosis GlmU
CCOc1ccc(OCC)c(NC(=O)Cn2cccc2)c1,42.9,-1.5%
O=c1ccc2cc(S(=O)(=O)N3CCN(c4cc(Cl)ccc4Cl)CC3)ccc2o1,11.4,-1.8%
Cn1c(-c2ccc(F)cc2)cnc1SCC(=O)N1CCCc2ccccc21,4.8,1.1%
CCNc1nc(NCC)nc(N(C)N)n1,nt,-3.1%
Cc1ccc(C(=O)Nc2ccc(C(F)(F)F)n(C)c2=O)cc1,3.8,-3.3%
Cc1ccc(N=Cc2sccc2C)cc1C,9.0,-1.3%
O=[N+]([O-])c1cc(-c2cnc3ccccc3n2)ccc1Oc1ccc(Br)cc1,3.8,2.9%
Nc1ccccc1C(=O)NCc1ccc(Cl)cc1,nt,2.5%

Pulled one by one from the entries so far, 2 records:
compound,RmlCD inh 1536,M. tuberculosis GlmU
N#CCSc1nnc(COc2cccc3ccccc23)n1-c1cccc(Cl)c1,6.5,-8.4%
Nc1cc(-c2ccc(Br)cc2)nn1S(=O)(=O)c1ccccc1,nt,9.6%

New compounds follow:
compound,RmlCD inh 1536,M. tuberculosis GlmU
Nc1cc(-c2ccccc2)nn1S(=O)(=O)c1ccc(Br)cc1,5.3,4.5%
O=C(O)c1ccc(CSc2nc3ccc(N4C(=O)C5C6C=CC(C6)C5C4=O)cc3s2)cc1 (stereo unspecified),6.3,4.2%
CCN(CC)CC(=O)N1c2ccccc2CCc2ccc(NC(=O)c3cc(OC)c(OC)c(OC)c3)cc21,3.5,-3.3%
Fc1ccccc1OCCCCn1cncn1,nt,0.2%
Cc1ccccc1Cn1cc(NC(=O)c2cc(-c3ccco3)on2)cn1,-17.2,-4.1%
Cc1ccc(C)c(S(=O)(=O)C(C#N)c2nc3ccccc3nc2N2CCCC2)c1 (stereo unspecified),102.9,4.3%
Cc1ccc2c(CN3CCC(C)CC3)cc(=O)oc2c1,12.7,0.5%
CC(C)Cc1nnc(NS(C)(=O)=O)s1,6.7,0.0%

(list continues)
compound,RmlCD inh 1536,M. tuberculosis GlmU
CCC(C)NC(=O)C1CCN(S(=O)(=O)c2cc([N+](=O)[O-])ccc2Cl)CC1 (stereo unspecified),11.7,3.9%
CC(C)C(=O)NC(=S)Nc1ccccc1N1CCN(C(=O)c2ccc(Cl)cc2)CC1,5.5,2.8%
CCc1nc(OCCN(C)C)c2oc3ccccc3c2n1,8.6,2.8%
CCOc1cc2[nH]c(=O)n(Cc3ccc(C(=O)NCCCN4CCC(C)CC4)cc3)c(=O)c2cc1OCC,7.0,-6.2%
COC(=O)c1ccc(NC(=O)CC2C(=O)N(c3ccc(C)cc3)C(=O)N2CC(C)C)cc1 (stereo unspecified),-12.2,1.1%
Cc1ccccc1NC(=O)c1cccc(NC(=O)CCC(=O)O)c1,-7.3,6.4%
O=C(c1cc2ccccc2[nH]1)N1CCOCC1,6.3,2.5%
CCC(C(=O)c1ccc(O)cc1)c1ccccc1 (stereo unspecified),nt,-5.8%

New compounds follow.
compound,RmlCD inh 1536,M. tuberculosis GlmU
Cc1ccc(NCC(=O)NNC2=NCCC2)c(C)c1,nt,1.7%
O=C(N/N=C/c1cccc([N+](=O)[O-])c1)c1cc(-c2ccc3c4c(cccc24)CC3)n[nH]1,3.6,-7.4%
CCOC(=O)C1=C(c2ccccc2)OC(N)=C(C#N)C1c1ccc(Br)s1 (stereo unspecified),-4.3,-4.1%
C/C(CCc1ccco1)=N\NC(=O)CNc1cccc2ccccc12,11.1,-2.0%
O=C(CNc1ccc(F)cc1)N/N=C/C1CC=CCC1 (stereo unspecified),-1.1,-0.9%
CCOc1ccccc1N(CC(=O)NC(C)(C)C)C(=O)c1ccc(CN2CCOCC2)o1,nt,6.6%
O=C(CNS(=O)(=O)c1ccc(Br)s1)Nc1ccc2c(c1)OCCO2,nt,-1.1%
Cc1c(Cl)cccc1NC(=S)NC(=O)CCN1C(=O)c2ccccc2C1=O,8.3,-4.1%

Remaining list, next part.
compound,RmlCD inh 1536,M. tuberculosis GlmU
CC1CCN(CCCOc2ccc(Br)cc2Cl)CC1,nt,-0.5%
Cc1ccc(/C=N/NC(=O)C(C)NC(=O)c2ccccc2)cc1 (stereo unspecified),1.1,1.3%
O=C1CC(c2ccc(F)cc2)CC(O)=C1C1NCCc2ccccc21 (stereo unspecified),-2.8,3.9%
COCCOCCn1c(CCCO)nc2ccccc21,nt,-0.5%
CCOC(=O)c1ccc(N2N=C(C)/C(=C/C=C/c3ccco3)C2=O)cc1,nt,3.9%
Cc1ccc(-c2cc(Cc3ccc(N(C)C)cc3)c(=O)[nH]n2)cc1,-10.2,-0.2%
CC[N+](C)(CC)CC(O)COCC1COc2ccccc2O1 (stereo unspecified),2.2,-2.7%
CC(C)c1ccc(C(=O)NC2=NCCS2)cc1,nt,-3.0%

Following part
compound,RmlCD inh 1536,M. tuberculosis GlmU
CSc1sc(C(=O)O)c2c1C(=O)CCC2,nt,1.2%
CSCCC(NC(N)=O)C(=O)Nc1ccc(C)cc1 (stereo unspecified),-2.9,4.8%
Cc1ccc(NC(=O)CN2C(=O)S/C(=C/c3ccc(-c4cc(C(=O)O)ccc4C)o3)C2=O)cc1C,nt,15.6%
CN(C)c1c([N+](=O)[O-])ncn1C,8.9,-4.5%
CCN1CCN(Cc2ccc(NC(=O)c3cc(NC(=O)c4cncc(-c5ccc(C#N)cc5)c4)cc(OC)c3)cc2C(F)(F)F)CC1,nt,-1.2%
O=C(CSc1nnc(C2CC2)n1Cc1ccccc1)NCc1ccccc1,nt,-4.9%
CCCCNC(=O)CN(C1CCCCC1)S(C)(=O)=O,nt,8.0%
COc1cccc(NC(=O)C(c2ccccc2)N2CCNC(=O)C2)c1 (stereo unspecified),8.7,-0.2%

Next part
compound,RmlCD inh 1536,M. tuberculosis GlmU
COC(=O)c1cccc(NC(=O)C2COc3ccccc3O2)c1C (stereo unspecified),nt,-8.0%
COc1cccc(NC(=O)C23CCC(C)(C(=O)O2)C3(C)C)c1 (stereo unspecified),nt,-4.4%
Cc1cccc(C)c1NC(=O)CC1SC2=NCCN2C1=O (stereo unspecified),8.8,-0.2%
Cc1nc2c(-c3ccccc3)c[nH]n2c(=O)c1Cc1ccccc1,8.7,-4.1%
CCC(=O)N1CCC2(CC1)Oc1ccc(F)cc1C(=O)C21CC(c2cccnc2)=NO1 (stereo unspecified),7.0,5.7%
Clc1ccc(SCc2cc(N3CCOCC3)nc(-c3ccccn3)n2)cc1,-5.2,-10.9%
CC1(C)CC(=O)c2sc(NS(=O)(=O)c3ccccc3)nc2C1,nt,4.0%
CCOc1ccc(-n2nc(C(=O)N3CCN(CC)CC3)c3ccccc3c2=O)cc1,nt,2.4%

Remaining list, next part.
compound,RmlCD inh 1536,M. tuberculosis GlmU
COc1cc2c(cc1O)[C@@H]1Cc3cc(O)c(OC)cc3[C@H](C2)N1C,4.8,6.3%
CCOC(=O)c1c(C)[nH]c(C(=O)COC(=O)CNC(=O)c2ccc(Cl)cc2Cl)c1C,-0.7,3.4%
O=C(NCc1nnc(SCC(=O)N2CCCC2)o1)c1ccccc1F,6.5,1.5%
Cn1c(=O)c2c(-c3ccc(C(C)(C)C)cc3)n(N3CCOCC3)cc2n(C)c1=O,nt,-1.7%
Cc1nc2ccccc2n1CC(O)COc1ccccc1Cl (stereo unspecified),2.4,4.4%
O=C(NCCc1ccccc1)C1CCCN(S(=O)(=O)c2cccs2)C1 (stereo unspecified),-5.2,1.6%
CC1CCC2C(=O)N(c3cccc(OS(=O)(=O)c4ccccc4)c3)C(=O)C2C1 (stereo unspecified),-8.4,0.9%
Cc1nc2sc(C(c3ccc(F)cc3)N3CCOCC3)c(O)n2n1 (stereo unspecified),nt,8.1%

Next section
compound,RmlCD inh 1536,M. tuberculosis GlmU
COc1ccc(C(=O)OCc2cc3cccc(C)c3[nH]c2=O)cc1,nt,-0.4%
Cc1cc(SCC(=O)OC/C(O)=C(\C#N)c2nc3ccccc3[nH]2)c(C)cc1Br,11.9,-6.2%
COc1cccc(C(=O)NCC(=O)NNc2ncnc(N)c2[N+](=O)[O-])c1,nt,-2.0%
CCOC(=O)c1cnc(SC)nc1Sc1ccccc1Cl,nt,-1.6%
CC(C)NC(=O)c1ccccc1NC(=O)CS(=O)(=O)Cc1ccccc1,8.1,-2.7%
COc1ccc(/C=C/C(=O)O)cc1S(=O)(=O)NC1CCS(=O)(=O)C1 (stereo unspecified),-13.8,9.2%
Clc1cccc(NCc2nnc(SCc3ccccc3)o2)c1,nt,-3.5%
CCCCOC(=O)c1ccc(OC(=O)c2cccnc2)cc1,nt,-9.5%

The results go on.
compound,RmlCD inh 1536,M. tuberculosis GlmU
CCCCCn1c(CNC(=O)CC)nc2ccccc21,nt,1.6%
S=C1NCCOCCNC(=S)NCCOCCOCCN1,-7.7,-4.1%
COc1cc2c(cc1OC)CN(C(=O)COc1ccc(C)c(C)c1)CC2,14.0,2.1%
CCOC(=O)c1c(-c2ccccc2)nnn1-c1nc(OC)nc(N2CCOCC2)n1,nt,5.8%
CCOC(=O)C1CCN(c2c(Nc3cc(C)cc(C)c3)c(=O)c2=O)CC1,nt,-2.1%
Clc1ccc(OCCCn2ccnc2)c(Br)c1,1.8,-2.9%
FC(F)(F)c1ccccc1NC(=S)Nc1cccc(Cl)c1,-7.3,-4.3%
CC(=O)Oc1oc(-c2ccccc2)nc1/C=N/c1ccccn1,-5.1,1.4%

(next part)
compound,RmlCD inh 1536,M. tuberculosis GlmU
Cc1ccc(C)c(Nc2c(F)c(F)c(F)c(F)c2C(=O)O)c1,7.4,2.6%
COCc1[nH][nH]c(=O)c1C=Nc1ccccc1,3.7,nt
Cc1nc2sc(C(c3cccs3)N3CCN(Cc4ccccc4)CC3)c(O)n2n1 (stereo unspecified),nt,-0.8%
O=c1[nH]c(CSc2nnc(-c3ccccc3)n2-c2ccccc2)nc2ccccc12,nt,1.4%
Nc1ncnc2nc(SCCC(=O)O)[nH]c12,2.8,4.8%
Cc1c(C2Nc3ccccc3C(=O)N2O)cnn1C (stereo unspecified),nt,3.5%
CCP(=S)(CC)c1ccc(N(C)C)cc1,1.3,-2.5%
O=C(NC(=O)N1CCN(C(c2ccccc2)c2ccccc2)CC1)c1ccccc1,-4.8,4.4%

Sorted by number of heavy atoms (ascending): four of the compounds above
compound,RmlCD inh 1536,M. tuberculosis GlmU
Cc1c(C2Nc3ccccc3C(=O)N2O)cnn1C (stereo unspecified),nt,3.5%
S=C1NCCOCCNC(=S)NCCOCCOCCN1,-7.7,-4.1%
Cc1ccc(C)c(NC(=S)NC(NC(=O)N(C)C)C(Cl)(Cl)Cl)c1 (stereo unspecified),-10.6,-2.1%
Cc1nc2sc(C(c3ccc(F)cc3)N3CCOCC3)c(O)n2n1 (stereo unspecified),nt,8.1%

Remaining list, next part
compound,RmlCD inh 1536,M. tuberculosis GlmU
C/C(=N/NC(=O)c1ccccn1)c1ccco1,-4.6,-7.0%
COC(=O)c1ccc2c(=O)n3c(nc2c1)SCC(c1ccccc1)=N3,2.8,8.2%
Cn1nc(-c2ccccc2F)c2cc(C(=O)N3CCN(C(=O)c4ccco4)CC3)sc21,nt,-0.6%
N/C(=N\OC(=O)c1cccs1)c1ccc(Cl)cc1,-0.8,2.5%
N#CSCC(=O)c1cccc2ccccc12,nt,2.5%
Cc1c(Cl)cccc1Nc1nc(N)nc(CSC(=S)N2CCOCC2)n1,-9.3,6.7%
Cn1cnnc1Sc1ccc(CN2CCN(C3CCCC3)C(CCO)C2)o1 (stereo unspecified),10.5,-1.1%
S=C(NCCc1ccccc1)N/N=C/c1c(Cl)cccc1Cl,1.8,-2.2%
COc1ccc(C(CNc2ccc(S(=O)(=O)N3CCCC3)cc2[N+](=O)[O-])N2CCCC2)cc1 (stereo unspecified),0.6,-9.8%
COc1cc(O)oc1C=Nc1ccc(Cl)cc1Cl,1.4,-2.9%
